Lipid storage S3: qHTS Assay for Lipid Storage Modulators in Drosophila S3 Cells; AID 2685; Drosophila S3 cells, BODIPY lipid droplet fluorescence, 18-24 h; cells fed with added oleic acid; lipid storage change, negative = inhibition, % at the top dose, mostly 46.1 µM; hits show Potency in µM; hit rate 0.64% among 320,000; active = well fitted inhibition curve with a large enough effect in the signal ratio, with a control signal flat, not every such curve was filed as active; inconclusive = small, poorly fitted or top-dose-only effect, or effect the other way, or a change in a side signal; the % refers to the signal ratio
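Laser-scanning cytometry quantifies lipid droplet accumulation (500–530 nm total intensity; droplet/cell object ratio) in oleic acid-fed (400 uM added) Drosophila S3 cells treated with a concentration series. 20 uM Triacsin C defined 100% inhibition.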
Lipid storage S3 cell count max: further read-out of Lipid storage S3, marked with its call; cell number change, %; measured here: cell count max response;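 cells counted by Cell Tracker Red CMTPX staining in the red channel; peak over a dose series mostly up to 46.1 µM; percent activity relative to internal control wells on each plate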
* = called active by the depositor; i = inactive; ? = inconclusive; . = no result given. % is scaled to controls: 0 for no effect and ±100 for the full control effect; potency is read from the fitted curve at half-maximal effect.

Lipid storage S3 | Lipid storage S3 cell count max | canonical_smiles
? | . | Cc1ccccc1Nc1nc(=O)c2cc([N+](=O)[O-])ccc2s1
? | . | O=S(=O)(NCC(c1cccnc1)N1CCN(c2ccccc2F)CC1)c1cccs1 (centres undefined)
? | . | Cc1cc(C)c(CSc2ncc(-c3ccc([N+](=O)[O-])cc3)[nH]2)c(C)c1
? | . | COc1ccc2cc(CN(CCCN3CCOCC3)Cc3nnnn3C3CCCCC3)c(=O)[nH]c2c1
? | . | CCCCCOc1ccc(CSc2n[nH]c(C)n2)cc1
? | . | CCc1nc(SCC#N)c(C#N)cc1C
26% | . | COc1ccccc1NS(=O)(=O)c1cc(C(=O)NCC(c2ccco2)N2CCCCC2)ccc1C (centres undefined)
? | . | O=C(CSc1nccc(=O)[nH]1)Nc1ccccc1Sc1ccccc1
-1% | 9 | Cc1cc(=O)oc2cc(NC(=S)NCc3cccnc3)ccc12
i | . | Cc1ccc(S(=O)(=O)N2CCN(C(=O)CCC(=O)NCCc3ccc(S(N)(=O)=O)cc3)CC2)c(C)c1
i | -26 | O=C(Nc1cc(Br)c(O)c(Br)c1)c1cccc(NC(=O)c2ccco2)c1
? | . | COc1ccc(S(=O)(=O)Cc2ccc(C(=O)NCC(OC)OC)o2)cc1
? | . | O=C(Cc1ncc(C(F)(F)F)cc1Cl)N1CCN(c2cccc(Cl)c2)CC1
? | . | CCOC(=O)C#CC(CCc1ccccc1)OS(N)(=O)=O (centres undefined)
3% | -14 | COc1ccc(/C=N/Nc2nc3ccccc3s2)cc1O
? | . | C=CCSc1nc2sc3c(c2c(=O)[nH]1)CCC3
4% | 14 | CN(C)C(=O)CCSc1nnc(-c2ccncc2)o1
? | . | CCCn1c(C)cc(C(=O)COC(=O)c2ccc(Cl)c(S(=O)(=O)N3CCCC3)c2)c1C
? | . | C=CCn1cccc(/C=C/C(=O)c2ccc(C(C)(C)C)cc2)c1=S
? | . | Cc1nn(Cc2ccccc2)c(C)c1NC(=O)CCC(=O)O
? | . | C=CCn1cnc2c(nnn2-c2ccc(OC)c(OC)c2)c1=O
? | . | CC(OC(=O)/C=C/c1cccs1)C(=O)Nc1ccc(S(N)(=O)=O)cc1 (centres undefined)
1% | . | O=C1NN(c2ccccc2)C(=O)C2C1C1C=CC2C12CC2 (centres undefined)
25% | . | COc1ccc(NC(=O)CC(C)(C)C)c([N+](=O)[O-])c1
-10% | -3 | CCC(C)NC(=O)Nc1ccc(C)cc1C (centres undefined)
? | . | CNC(=O)CSc1nc2nc(C)cc(C)n2n1
-2% | 2 | CCOCCCN1CC(C(=O)NCCc2ccccc2)CC1=O (centres undefined)
15% | 16 | Cc1nn(C)c(C(=O)N/N=C/c2cccc3ccccc23)c1Cl
1% | 14 | CC1CCCN(CC(=O)Nc2cccc([N+](=O)[O-])c2)C1 (centres undefined)
? | . | O=C1CC(Sc2nnc(-c3ccccc3)o2)C(=O)N1c1ccccc1 (centres undefined)
0% | -21 | Cc1cccc(-n2ncc3c(NCc4cccnc4)ncnc32)c1
? | . | CCc1nnc(NC(=O)CN2C(=O)c3ccccc3S2(=O)=O)s1
? | . | COc1ccc(Cc2nc3ccc(C(=O)NC(C)c4cnn(C)c4)cc3o2)cc1 (centres undefined)
? | . | CCc1ccc(N2CCN(CCNC(=O)Nc3ccc(OC)cc3)CC2)cc1
? | . | Cc1nnc(-c2cnn(C)c2N)n1CCCN(C)C
? | . | COc1cc(C)c(Cl)cc1S(=O)(=O)n1ccnc1C
? | . | Cc1ccc(OCCCOc2cccc3cccnc23)cc1C
? | . | Cc1ccc(-c2csc(NC(=O)c3c(C)noc3C)n2)cc1
-16% | -8 | COc1cc(C(=O)NC2CC(C)(C)NC(C)(C)C2)cc(OC)c1OC
3% | 5 | CCC(C)NC(=O)CSc1nc2cc3c(cc2c(=O)n1Cc1ccco1)OCO3 (centres undefined)
? | . | CCOC(=O)c1c(NC(=S)Nc2ccc(OC)cc2)sc2c1CCCCC2
-3% | -1 | CCC(=O)Nc1cccc(C2=NOC3(C2)C[C@H](C(N)=O)N(C(=O)Cc2ccc([N+](=O)[O-])cc2)C3)c1 (some centres undefined)
-5% | -1 | CCCCC(=O)NC(=S)Nc1cccc(C(=O)O)c1
-1% | -18 | CN1CCN(Cc2nc3ccccc3c(=O)n2Cc2nc(-c3ccccc3F)cs2)CC1
-17% | -14 | O=[N+]([O-])c1cccc(-c2csc(CS(=O)(=O)Cc3ccco3)n2)c1
? | . | O=C(COC(=O)c1ccc(F)cc1F)Nc1cccnc1Cl
? | . | CC(C)C(=O)NC(Nc1cccc([N+](=O)[O-])c1)C(Cl)(Cl)Cl (centres undefined)
? | . | COc1cccc(NC(=O)CC2SC(=Nc3ccccc3)NC2=O)c1 (centres undefined)
4% | 8 | Cc1ccccc1SC1CCN(Cc2nc(C3CC3)no2)CC1
? | . | CCSc1cc(C2C(C(=O)OC)=C(C)NC3=C2C(=O)CCC3)c(C)o1 (centres undefined)
i | -7 | COc1cc(OC)c(C2Nc3ccccc3NC3=C2C(=O)CC(C)(C)C3)cc1OC (centres undefined)
? | . | COc1ccc(Br)cc1CNC(=O)CCc1nc(-c2ccccc2F)no1
? | . | Cc1cc(C)cc(-n2c(C)cc(/C=C3\C(=N)N4N=C(CC(C)C)SC4=NC3=O)c2C)c1
7% | -11 | CN(C)CCP(=O)(c1ccccc1)c1ccccc1
23% | 0 | Cc1ccccc1NC(=O)c1c(O)c2cccc3c2n(c1=O)CCC3
-6% | 1 | O=C(NC1CCCCC1)C(c1ccc2ncccc2c1)N(Cc1ccc2c(c1)OCO2)C(=O)c1cccs1 (centres undefined)
-23% | -17 | COc1ccc(N2C(=O)CS(=O)C(c3ccccc3)C2=O)cc1 (centres undefined)
5% | -6 | COC(=O)c1ccccc1NS(=O)(=O)c1ccc(F)cc1
? | . | COCCCNC(=O)c1ccc2nc(Cc3ccc(OC)cc3)oc2c1
18% | 1 | Cc1cccc2cc(/C=N/NC(=O)[C@H]3C[C@@H]3c3ccccc3)c(Cl)nc12

The results go on.
Lipid storage S3 | Lipid storage S3 cell count max | canonical_smiles
? | . | O=C(O)/C=C/c1ccc([N+](=O)[O-])o1
? | . | COc1ccc(CNS(=O)(=O)CCNC(=O)c2ccc3c(c2)OCO3)cc1
? | . | Cc1nc(NC(=O)c2ccc(Cl)cc2)sc1-c1csc(Nc2cccc(F)c2)n1
? | . | Cc1ccc(NC(=O)C2CCCN(S(=O)(=O)c3c(C)noc3C)C2)nc1 (centres undefined)
? | . | N#C/C(=C\c1ccc(-c2cccc(C(F)(F)F)c2)o1)C(=O)Nn1cnnc1
? | . | Cc1ccc2c(c1)C1CN(C)CCC1N2C(=O)c1cccc(S(=O)(=O)N2CC(C)CC(C)C2)c1 (centres undefined)
? | . | O=C(Cn1cnc2ccccc2c1=O)N1CCN(S(=O)(=O)c2ccc(F)cc2)CC1
2% | -1 | CC(=O)Nc1ccc(C(=O)N/N=C/c2ccncc2)cc1
? | . | COc1ccc(NS(=O)(=O)c2cc(NC(=O)/C=C/c3cccs3)ccc2N2CCOCC2)cc1
0% | 4 | Cc1cccc(C(=O)NNC(=O)/C=C/C(=O)O)c1
? | . | COc1ccc(C2(C(=O)NCCCN(C)C)CCOCC2)cc1
? | . | CN(C)CCCn1c2c(c(SCC(=O)Nc3ccc4c(c3)OCO4)nc1=O)CCCC2
-1% | 5 | COc1ccc(Cl)cc1-c1nc(SCC(=O)N(C)C)n[nH]1
-1% | -15 | O=C1c2cccc3cccc(c23)C(=O)N1CC1CCN(CC(O)COc2ccc3ccccc3c2)CC1 (centres undefined)
i | . | Oc1ccc(N=Nc2ccc3c(c2)OCCO3)c2cccnc12
? | . | Cc1c(NC(=S)NC(NC(=O)C(C)C)C(Cl)(Cl)Cl)c(=O)n(-c2ccccc2)n1C (centres undefined)
? | . | COc1cccc(-n2c(O)c(C=NCc3ccccn3)c3ccccc3c2=O)c1
i | -4 | CCn1c(C)nc2cc(S(=O)(=O)N3CCCC3)ccc21
-19% | -1 | CN(C(=O)c1cc(-c2ccccc2)on1)C1CCCCC1
0% | 18 | CSc1nc2ccccc2s1
? | . | O=S(=O)(c1cccc(S(=O)(=O)N2CCOCC2)c1)N1CCCCCC1
? | . | CN(C)c1ccc(C2CC(=O)OC3=C2C(=O)CC(C)(C)C3)cc1 (centres undefined)
? | . | Cn1cc(CC(=O)N2CCN(c3ccccc3F)CC2)c2ccccc21
? | . | Cc1c(C(=O)NCc2ccco2)oc2ccccc12
? | . | Cc1ccc(-c2csc3ncn(CC#N)c(=O)c23)cc1C
1% | -13 | CCOc1ccccc1N1CCN(C(=O)c2cn(CC3CCCCC3)nn2)CC1
? | . | O=C(CSc1ccc(Cl)cc1)N1CCN(c2c(Cl)cccc2[N+](=O)[O-])CC1
? | . | COc1cccc(S(=O)(=O)N2CCOCC2)c1
i | 5 | CC1(c2nnc(-c3cccc(Cl)c3)o2)CC(c2ccc(OC(F)(F)F)cc2)=NO1 (centres undefined)
-1% | 6 | Cc1cc(/C=C(\C#N)C(=O)Nc2ccccc2)c(C)n1-c1ccc(C(=O)O)cc1
? | . | CCc1ccc(C(=O)CSc2ncn[nH]2)cc1
? | . | COc1cccc(CNC(=O)CCNS(=O)(=O)c2ccc(C)cc2)c1
i | . | c1ccc(-c2ccc3[nH]ccc3c2)cc1
? | . | Cc1ccc(-c2csc(NC(=O)c3ccc(-c4ccccc4)cc3)n2)o1
? | . | CCOCCc1nnc(NC(=O)Cc2c(F)cccc2Cl)s1
-6% | 7 | CCCCCCOc1ccc(/C=C/C(=O)N2CCOCC2)cc1OC

Entries listed so far containing two or more sulfur atoms (12):
Lipid storage S3 | Lipid storage S3 cell count max | canonical_smiles
? | . | O=S(=O)(NCC(c1cccnc1)N1CCN(c2ccccc2F)CC1)c1cccs1 (centres undefined)
? | . | O=C(CSc1nccc(=O)[nH]1)Nc1ccccc1Sc1ccccc1
i | . | Cc1ccc(S(=O)(=O)N2CCN(C(=O)CCC(=O)NCCc3ccc(S(N)(=O)=O)cc3)CC2)c(C)c1
? | . | C=CCSc1nc2sc3c(c2c(=O)[nH]1)CCC3
? | . | CC(OC(=O)/C=C/c1cccs1)C(=O)Nc1ccc(S(N)(=O)=O)cc1 (centres undefined)
? | . | CCc1nnc(NC(=O)CN2C(=O)c3ccccc3S2(=O)=O)s1
? | . | CCOC(=O)c1c(NC(=S)Nc2ccc(OC)cc2)sc2c1CCCCC2
-17% | -14 | O=[N+]([O-])c1cccc(-c2csc(CS(=O)(=O)Cc3ccco3)n2)c1
? | . | Cc1nc(NC(=O)c2ccc(Cl)cc2)sc1-c1csc(Nc2cccc(F)c2)n1
? | . | COc1ccc(NS(=O)(=O)c2cc(NC(=O)/C=C/c3cccs3)ccc2N2CCOCC2)cc1
0% | 18 | CSc1nc2ccccc2s1
? | . | O=S(=O)(c1cccc(S(=O)(=O)N2CCOCC2)c1)N1CCCCCC1

Next section:
Lipid storage S3 | Lipid storage S3 cell count max | canonical_smiles
? | . | Cc1ccc(-c2nc(-c3cccnc3)no2)cc1
? | . | O=[N+]([O-])c1ccc(N2CCN(c3ccccn3)CC2)c(Cl)c1
? | . | COc1ccc(NC(=O)CN(C)S(=O)(=O)c2ccc(Cl)cc2)cc1Cl
? | . | COc1cc(NC(=O)CN2C(=O)CSc3ccc(S(=O)(=O)N4CCCC4)cc32)cc(OC)c1
16% | 12 | CC(=O)OCC(=O)Nc1ccc(N=Nc2ccccc2)cc1
? | . | Cc1ccc(C(=O)N2CCCC(Nc3ccc(C(C)C)cc3)C2)cn1 (centres undefined)
? | . | CC(C)=NNc1nc(-c2ccccc2)cs1
? | . | COc1ccc(NC(=O)CN(C)S(=O)(=O)c2ccc3c(c2)OCCO3)c2ncccc12
? | . | CCCc1nc(N)c(C#N)c(-c2cccnc2)c1CC
i | 12 | Nc1nc(-c2ccc3c(c2)NC(=O)CO3)cs1
? | . | COC(=O)C1=CO[C@@H](C)[C@H]2CN3CCc4c([nH]c5ccccc45)[C@@H]3C[C@H]12
-1% | -8 | Cn1c(CNC(=O)c2cccs2)n[nH]c1=S
? | . | CCC(C)N(C(=O)CSc1ncnc2sccc12)C1CCS(=O)(=O)C1 (centres undefined)
? | . | COc1cc(NC(=O)CSc2ncnc3c2cnn3Cc2ccccc2)cc(OC)c1
? | . | Cn1c(=O)c(NC(=O)c2ccccc2)c2n(c1=S)CCCCC2
12% | -1 | COc1ccccc1N(CN1C(=O)c2ccccc2C1=O)C(=O)c1cccc(C)c1
6% | -18 | CCn1c(SCC(=O)N/N=C/C=C/c2ccccc2[N+](=O)[O-])nnc1-c1ccc(Cl)cc1
? | . | Cc1cccc(NS(=O)(=O)c2c(C(=O)N3CCCC3)c(C)n(C)c2C)c1
? | . | N#Cc1ccsc1NC(=O)CN1CCOCC1
? | . | Nc1nc(N)n(-c2ccccc2)c(=Nc2ccccc2)n1
i | -13 | Fc1cccc(/C=N/Nc2nccnc2Cl)c1
? | . | Cc1ccc(N2C(=S)N=C(Nc3ccccc3C)C23CCOC(C)(C)C3)cc1 (centres undefined)
0% | 0 | C=CCNC(=O)c1ccccc1CCc1ccccc1
? | . | COc1ccc2nc(N3C(=O)/C(=C/c4ccccc4)NC3=S)sc2c1
? | . | Cc1ccc2cccc(S(=O)(=O)Nc3ccc4c(c3)OCO4)c2n1
? | . | CC1(C)CC(=O)C2=C(C1)OC(=O)C2(NC(=O)c1cccs1)C(F)(F)F (centres undefined)
? | . | CN(CC(=O)Nc1ccc(C#N)cc1)Cc1ccc(Cl)cc1
-11% | 17 | CCCC(=O)c1c[nH]c(C(=O)NCCCN2CCOCC2)c1

Compound activity (PubChem BioAssay)

The list is partial, so the mix of outcomes need not match the whole.
